Assay outcomes from PubChem.
RAD54 branch – inhibitors of human RAD54 branch migration, primary screen, biochemical, fluorescence, single point; 360,000 tested, 0.14% active; inhibition, % at 10.4 µM; AID 602329, 2012; DNA repair and recombination protein RAD54-like (Homo sapiens), Q92698; RAD54 Holliday junction branch migration, FAM/BHQ fluorescence;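 active = mean normalized replicate activity at least 40 and at least half of replicates scoring 40 or more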;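 also: 0% = median of neutral control wells and 100% = median of positive control wells; inhibitors cause a drop in the FAM fluorescence signal; in these data hits start at about 50%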
Target sequence (Q92698 whole entry, looked up): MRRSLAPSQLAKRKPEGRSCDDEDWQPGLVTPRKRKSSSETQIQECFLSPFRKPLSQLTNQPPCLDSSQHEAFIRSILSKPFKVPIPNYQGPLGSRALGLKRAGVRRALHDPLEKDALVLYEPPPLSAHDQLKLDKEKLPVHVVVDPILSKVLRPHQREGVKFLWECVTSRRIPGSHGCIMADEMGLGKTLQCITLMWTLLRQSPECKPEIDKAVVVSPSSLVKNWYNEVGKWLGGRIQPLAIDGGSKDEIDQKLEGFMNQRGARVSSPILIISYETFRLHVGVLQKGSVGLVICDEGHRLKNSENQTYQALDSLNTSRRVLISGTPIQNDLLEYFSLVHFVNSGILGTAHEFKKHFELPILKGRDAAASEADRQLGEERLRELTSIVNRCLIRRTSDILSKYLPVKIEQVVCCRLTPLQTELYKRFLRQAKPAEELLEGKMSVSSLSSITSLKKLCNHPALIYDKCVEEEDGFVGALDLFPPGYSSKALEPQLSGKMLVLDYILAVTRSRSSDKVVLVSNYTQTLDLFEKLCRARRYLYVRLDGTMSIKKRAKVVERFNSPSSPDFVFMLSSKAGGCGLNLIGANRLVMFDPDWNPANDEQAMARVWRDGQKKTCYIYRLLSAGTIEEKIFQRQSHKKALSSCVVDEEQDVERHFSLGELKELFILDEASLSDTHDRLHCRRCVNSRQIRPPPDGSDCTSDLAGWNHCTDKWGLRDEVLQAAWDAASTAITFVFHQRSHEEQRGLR
esBAF inh – Bmi1 luciferase reporter increase in mESCs, primary screen, esBAF inhibitor project, mouse ES cells, Bmi1 luciferase knock-in, single point. 24 h; 100% = twice the neutral-well signal. reporter increase, % at 12.5 µM. 350,000 tested, 2% active; in the data active = activation above about 40%;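 also: 0% = median of the plate's neutral control wells and 100% = double that signal; a rise in the Bmi1 reporter signal indicates esBAF inhibition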
FN deposit inh – inhibitors of fibronectin matrix deposition, primary screen, AH1F cells, Alexa488-fibronectin fluorescence, plate reader. AH1F fibroblasts, overnight. inhibition, % at 12.6 µM. 350,000 tested, 0.086% active;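 active = mean inhibition across replicates of 30% or more, regardless of how many single replicates reach that level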;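 also: positive control wells lacked labelled fibronectin entirely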
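test system = AH1F fibroblasts assembling fluorescent fibronectin matrix | quantity = 10000 AH1F cells per well | buffer or medium = DMEM plus 2% serum, read in PBS | doses = single dose, pinned | incubation = 1 h cell attachment, overnight exposure to compound and label | detection = fluorescence at 485 nm excitation, 525 nm emission | read-out basis = inhibition from reduced deposited-fibronectin fluorescence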
EWS-Fli inh – EWS/Fli-driven NR0B1 reporter inhibitors, primary screen, A673 cells, NR0B1 luciferase, luminescence, MLPCN library; viability-normalised; 350,000 tested, 0.67% active; inhibition, % at 12.6 µM;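 active = mean inhibition of at least 50% after viability correction, with every replicate also passing that limit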;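 also: firefly luciferase signal divided by Alamar Blue viability fluorescence both relative to DMSO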
E-sel inducer – E-selectin induction in HUVECs, primary screen, imaging, HUVEC, immunofluorescence imaging, single point | P16581 | normalized: neutral wells 0, TNF-alpha wells 100 | activation, % at 7.58 µM | 260,000 tested, 0.37% active | AID 686992, 2013;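 active = mean E-selectin-positive cell signal at least 10% of the positive control, reached in at least 60% of replicates, without over 20% cell loss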;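 also: in these data hits start at about 27%; measured in HUVEC primary endothelial cells; signal is the percent of cells scored E-selectin positive by PE staining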
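Test system: HUVEC; input: 3,000 HUVEC/well; measured by: immunofluorescence imaging; read-out: % PE-positive cells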
RAD52 anneal inh – RAD52 DNA annealing inhibitors, primary screen, biochemical, FRET, single point, set 2. DNA repair protein RAD52 homolog (Homo sapiens), P43351. recombinant RAD52 DNA annealing, FRET fluorescence. inhibition, % at 18.7 µM. 360,000 tested, 0.46% active;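 active = every replicate showing at least 50% inhibition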
XiGFP reactiv – activators of inactive X chromosome reactivation, primary screen, imaging, XiGFP fibroblasts, GFP high-content imaging, set 2; XiGFP mouse fibroblasts, % GFP-positive cells imaging, 3 d; cells co-treated with 5-aza-dC sensitizer; scaled so ellipticine positive control = 100%; activation, % at 7.58 µM; 360,000 tested, 0.055% active; AID 743238, 2013;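 active = mean normalized replicate activation at least 10% and every replicate at or above 10%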;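 also: 0% = median of on-plate neutral control wells and 100% = ellipticine 6 µM median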
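material = 68-5-11 XiGFP fibroblast line | medium = DMEM plus 5-aza-dC sensitizer | schedule = 3 days compound exposure | benchmarks = positive control ellipticine, 6 µM final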
S100A4 inh HTS – inhibitors of S100A4-myosin IIA peptide binding, primary screen, biochemical, fluorescence polarization, TAMRA-MyoIIA peptide; Protein S100-A4 (Homo sapiens), P26447; inhibition, % at 10.7 µM; 360,000 tested, 0.14% active;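 active = mean inhibition of at least 70% across replicates, with every replicate also reaching that level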
Target sequence (P26447 whole entry, looked up): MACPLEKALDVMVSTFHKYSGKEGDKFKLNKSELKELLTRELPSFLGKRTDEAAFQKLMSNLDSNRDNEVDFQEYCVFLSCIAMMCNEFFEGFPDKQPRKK
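Assay system: human S100A4 monomer with TAMRA-labelled myosin IIA peptide / Buffer or medium: Calcium-containing HEPES buffer, pH 7.2 / Reagent: TAMRA-labelled myosin IIA heavy-chain peptide probe, 5 nM / Compound: one dose per compound / Timing: polarization read 5 min after assay mix addition, stable 5–60 min / Benchmarks: neutral control DMSO, positive control TFP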
* = called active by the depositor; · = not tested or not shown; & = joins results of further samples.

SMILES	RAD54 branch	esBAF inh	FN deposit inh	EWS-Fli inh	E-sel inducer	RAD52 anneal inh	XiGFP reactiv	S100A4 inh HTS
Cc1cc2cc(C)c(NCCNC(=O)c3ccccc3Cl)nc2cc1C	2	3	3	7	-0.3	44	0.0	29
Cc1ccc(S(=O)(=O)Nc2ccc3c(c2)C(=O)N([C@H](C)CO)C[C@H](C)[C@@H](CN(C)S(=O)(=O)c2c(C)noc2C)OCCCC[C@@H](C)O3)cc1	1	0	-2	-2	·	-34	0.4	-3
Cc1nc(-c2ccc(Cl)cc2)sc1C1(C)CC(c2ccc(C#N)cc2)=NO1 (stereo not given)	-13	22	-9	-15	1.2	·	0.0	·
Cc1onc(-c2ccccc2)c1C(=O)N=C(N)c1ccc(C(F)(F)F)cc1	-1	·	1	-7	·	-6	0.0	-7
Cc1cccc(NC(=O)c2nc[nH]c2C(=O)NC[C@@H](C)O)c1	18	-2	-6	5	0.0	-15	0.1	-10
C=CCn1c(C)csc1=Nc1ccccc1C	-8	17	4	-34	-0.4	-2	0.5	0
N#Cc1ccc(OCC(O)CS(=O)(=O)c2ccccc2)cc1 (stereo not given)	1	-9	2	0	1.4	-11	0.3	0
CC1=NN(C(N)=S)C(=O)C1N=Nc1ccccc1O (stereo not given)	-12	-3	6	-34	0.7	-55	0.0	8
CCS(=O)(=O)N1CCN(Cc2ccccc2OC)CC1	0	4	·	·	·	-7	·	-4
COc1ccc(C(=O)COC(=O)COc2ccc(C)c(C)c2)cc1	0	·	-7	0	·	0	-0.1	-2
Cc1nnc(SCC(=O)NC(C)(C)C)n1NCc1cccc(Br)c1	-2	-7	11	-13	0.3	-1	0.1	1
COC(=O)[C@H]1[C@H](CO)[C@H]2Cn3c(ccc(-c4ccc(F)cc4)c3=O)[C@H]2N1C(=O)C1CCC1	-14	-5	·	-4	0.0	10	0.3	1
CCOC(=O)c1nnn(CC(=O)NC(=O)Nc2ccccc2)c1C(=O)OCC	·	3	-1	4	-2.2	-10	-0.2	-2
O=C(c1cccc(F)c1)N1CC[C@@H]2[C@H]1c1cc(C#Cc3cccc(F)c3)ccc1N[C@@H]2CO	0	3	4	1	0.4	-1	0.1	-10
C[C@H]1CN([C@@H](C)CO)C(=O)Cc2cc(NC(=O)Nc3ccccc3)ccc2O[C@@H]1CN(C)C(=O)Nc1ccc(C(F)(F)F)cc1	-1	-2	·	2	0.1	·	-0.1	·
CN(C)C(=O)c1ccc(NC(=O)c2sccc2-c2ccccc2)cc1	-1	-2	-15	6	-0.7	3	0.0	1
O=C(O)CCc1ccc(-c2ccc(Br)cc2)n1NC(=O)c1ccc([N+](=O)[O-])cc1	10	-9	0	7	·	-9	0.1	-1
CSCC(=O)N1CCC(n2nccc2NC(=O)c2ccc3c(c2)OCO3)CC1	3	58*	9	-83	·	-5	0.0	2
C=CCSc1nnc2c(n1)-c1cccc3cccc-2c13	10	25	2	-1	0.4	3	-0.1	-8
OC[C@H]1O[C@@H](c2nc(-c3ccc(C4OCCO4)cc3)no2)[C@H](O)[C@@H]1O	2	8	-14	-25	0.6	-5	0.0	-3
CO[C@H]1CN(C)C(=O)c2cc(NC(=O)C3CCCC3)ccc2OC[C@@H](C)NC[C@@H]1C	-6	-9	-4	-4	0.2	2	-0.1	57
Cc1noc(C)c1NC(=O)Nc1cccc2c1O[C@H](CN(C)S(=O)(=O)c1ccccc1)[C@@H](C)CN([C@H](C)CO)C2=O	-3	2	7	-9&3	0.1	4&-6	-1.0&0.4	-9&23
CC(=O)Nc1cc(-c2ccc(C(=O)N3CCOCC3)cc2)cn2c(-c3ccc(C(C)=O)cc3)cnc12	-3	4	4	-4	-0.1	-23	0.0	-1
CCC(C)[C@H]1CNCCN1CCCc1cc(OC)c(OC)c(OC)c1 (stereo not given in full)	-7	-4	-3	-4	0.4	-1	-0.2	0
FC(F)C(F)(F)c1cc(-c2ccc(Cl)cc2)n[nH]1	1	·	-7	-80	0.4	4	0.1	-2
CC1=[N+](C)N(c2ccccc2)C(=O)C1N=Cc1ccccc1Cl (stereo not given)	-10	·	-12	-10	·	-7	-0.1	-1
CNc1nc(-c2cccc(C(=O)N(C)C)c2)cn2ccnc12	-4	1	-1	-5	0.1	1	0.1	2
Cc1nn(C)cc1CN1CCC(n2nccc2NC(=O)CCCc2ccccc2)CC1	9	-4	·	·	0.1	-2	0.0	2
CN1[C@@H]2c3ccc(C4=CCCC4)c(=O)n3C[C@H]1[C@H](CO)[C@H]2C(=O)NCc1cc(F)cc(F)c1	0	-1	·	1	-0.4	-30	0.3	-6
CCNC(=S)N1CCn2cccc2C1c1ccc(F)cc1 (stereo not given)	·	·	-1	-10	1.1	-47	-0.1	-4

Results in RAD54 branch, esBAF inh and EWS-Fli inh (three entries from above):
molecule | RAD54 branch | esBAF inh | EWS-Fli inh
CC1=[N+](C)N(c2ccccc2)C(=O)C1N=Cc1ccccc1Cl (stereo not given) | -10 | · | -10
CNc1nc(-c2cccc(C(=O)N(C)C)c2)cn2ccnc12 | -4 | 1 | -5
Cc1nn(C)cc1CN1CCC(n2nccc2NC(=O)CCCc2ccccc2)CC1 | 9 | -4 | ·

2 records drawn at random from the list so far, as already listed:
SMILES	RAD54 branch	esBAF inh	FN deposit inh	EWS-Fli inh	E-sel inducer	RAD52 anneal inh	XiGFP reactiv	S100A4 inh HTS
CN1[C@@H]2c3ccc(C4=CCCC4)c(=O)n3C[C@H]1[C@H](CO)[C@H]2C(=O)NCc1cc(F)cc(F)c1	0	-1	·	1	-0.4	-30	0.3	-6
CO[C@H]1CN(C)C(=O)c2cc(NC(=O)C3CCCC3)ccc2OC[C@@H](C)NC[C@@H]1C	-6	-9	-4	-4	0.2	2	-0.1	57

Other compounds:
SMILES	RAD54 branch	esBAF inh	FN deposit inh	EWS-Fli inh	E-sel inducer	RAD52 anneal inh	XiGFP reactiv	S100A4 inh HTS
Cc1c(C(=O)Nc2c(N)nc(SCC(=O)NCC3CCCO3)[nH]c2=O)cccc1[N+](=O)[O-] (stereo not given)	0	-3	5	-5	-0.1	-6	0.0	-1
Cc1ccsc1CN(C)C(=O)c1cc(S(=O)(=O)N2CCOCC2)ccc1N1CCCC1	-6	-1	-1	6	-1.1	-6	0.0	-2
O[C@@H]1Cc2ccccc2O[C@H]1c1ccccc1	2	6	-4	1	·	6	0.0	2
Cc1cc(C)n(-c2ccc(C(=O)OCC(=O)Nc3ccc(Cl)c(S(=O)(=O)N(C)C)c3)cc2)n1	4	-8	·	-2	·	-17	·	1
CC(C)CNC(CC(=O)O)c1ccccc1 (stereo not given)	·	·	·	2	·	-11	0.0	-2
NS(=O)(=O)c1cnccc1Nc1cccc(Br)c1	-5	·	-2	9	·	0	0.1	-2
C/C(=N\NC(=O)Cc1c[nH]c2ccccc12)c1ccc2ccccc2c1	·	·	15	4	2.3	-34	0.1	-2
CC(C)C1C(=O)N(Cc2cn(CCC3OCCO3)nn2)CCS(=O)(=O)N1Cc1ccc(-c2ccc(Cl)cc2)cc1 (stereo not given)	·	-16	-4	8	·	-8	0.3	-2
CCOC(=O)C1=CNS(=O)(=O)NC1c1ccc(Br)cc1F (stereo not given)	-3	-1	-1	-3	0.1	2	0.0	-1
Cc1ccc(S(=O)(=O)N2[C@@H](c3ccccc3F)C(C(=O)O)=CC[C@H]2c2ccc(C(C)C)cc2)cc1	12	1	-1	2	0.9	-8	0.0	0
CO[C@H]1CN(C)C(=O)c2cc(NS(C)(=O)=O)ccc2OC[C@H](C)N(C(=O)c2ccc3c(c2)OCO3)C[C@@H]1C	3	-5	-12	-2	-0.1	-10	0.3	1
O=C(CSc1nc(-c2ccccc2)nc2c1Cc1ccccc1O2)Nc1ccc(C(=O)O)cc1	·	·	-5	-3	0.2	-4	0.0	-4
Cc1sc2nc(CN3CCOCC3)nc(N3CCN(S(=O)(=O)c4ccccc4)CC3)c2c1C	6	10	1	8	·	-4	0.1	-9
COCCN(Cc1ccccc1)C(=O)c1ccc2c(c1)NC(=O)CS2	2	1	-8	5	0.3	7	0.0	1
O=C(N[C@H]1CC[C@H](CCNS(=O)(=O)c2ccc(F)cc2)O[C@H]1CO)C1CCCC1	9	5	·	13	-0.6	-35	-0.6	9
COc1ccc(CN(C)C[C@H]2Oc3c(NS(C)(=O)=O)cccc3C(=O)N([C@H](C)CO)C[C@H]2C)cc1	1	-2	·	·	-0.2	-2	0.1	-1
C[C@@H]1CCCCO[C@@H](CN(C)C)[C@@H](C)CN([C@H](C)CO)C(=O)c2cc(NC(=O)Nc3ccc(C(F)(F)F)cc3)ccc2O1	-1	-1	·	-1	0.0	54*	0.0	4
O=C(C1CCOCC1)N1C[C@H]2[C@@H](c3ccccc31)[C@@H](CO)N2C(=O)Nc1cccc(F)c1	-1	3	16	5	0.0	-24	0.0	-1
C[C@@H]1CN([C@@H](C)CO)C(=O)c2cc(NS(=O)(=O)c3ccccc3)ccc2O[C@@H]1CN(C)Cc1ccc(-c2ccccc2)cc1	-5	1	·	16	-0.4	-4	0.0	-6
COCC(=O)N1CC2(C1)CN(Cc1nccs1)[C@@H](CO)c1c2c2ccc(OC)cc2n1C	·	·	-4	10	0.2	1	0.0	3
CC(=O)N1CC2(C1)[C@@H](c1ccc(-c3ccc(C#N)cc3)cc1)[C@H](CO)N2C(=O)C1CC1	·	·	·	0	-0.3	-18	0.2	-5
CN(C)c1ccc(C(=O)Nc2cccc(S(=O)(=O)N3CCCC3)c2)cc1	-6	62*	2	-52	10	-7	0.1	-4
COc1ccc(NC(=O)C2(c3ccc(NC(=O)c4ccc(C)cc4)cc3)CCCC2)cc1	-3	-3	·	2	·	-7	·	1
CC(C)c1cc(CN2CCN(Cc3ccc(F)c(F)c3)C(CCO)C2)[nH]n1 (stereo not given)	0	-1	24	7	2.9	8	0.2	30
CCOC(=O)c1sc(N)c(C(N)=O)c1C	0	·	·	-5	·	-15	0.0	16
O=C(CC1C[C@H](C(=O)N2CCOCC2)[C@@]2(CCC3CCCC3)c3[nH]c4ccccc4c3CCN2C1=O)NCc1ccco1 (stereo not given in full)	-14	6	5	-3	0.7	-15	0.0	-3
CCC1Oc2ccc(C)cc2N(CC(=O)NCc2cccs2)C1=O (stereo not given)	·	·	·	-11	·	3	0.0	6
CO[C@H]1CN(C)C(=O)c2ccc(NC(=O)C3CC3)cc2OC[C@H](C)N(CCC(F)(F)F)C[C@@H]1C	·	·	-8	·	0.0	-1	-0.1	4
CCCC(=O)Nc1nnc(CCc2ccccc2)s1	0	6	0	-5	-0.1	-3	0.0	0
Cn1c2ccccc2c(=O)c2ccc(F)cc21	6	13	-5	-57	·	5	0.0	4
CC(=O)c1cccc(NC(=O)C2=CN3CCS(=O)(=O)N=C3C=C2)c1	3	-7	1	5	75*	-6	0.0	8
CCOc1ccc(NC(=O)/C(C=Nc2ccccc2)=C(\C)O)cc1	2	9	2	-19	·	-8	0.0	-14
